# Bioassay records deposited in PubChem by National Center for Advancing Translational Sciences (NCATS).
# ATXN2 expr inh = Primary qHTS for Inhibitors of ATXN expression; HEK-293 ATXN2-luciferase reporter, luminescence, 24 h; AID 1745845, 2022; hit rate 0.72% among 360,000; Potency, µM (doses to about 57 µM), inactives show at the highest dose activity change, negative = inhibition, actives largely listed as inhibitors; further: potency means the concentration at half of the fitted maximal effect; on the % scale 0 is the no-effect control and ±100 the full control effect; nearly all actives have a fitted effect of over 55% in size
#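 qHTS (up to 57 uM final) was run with 24 h compound exposure of reporter cells at 37 °C. Each well was multiplexed: SteadyGlo luminescence measured ATXN2-luciferase expression after a fluorogenic Gly-Phe-AFC viability readout (25 uM final).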
# S2 tox = Viability Counterscreen for Primary qHTS for Inhibitors of ATXN expression | S2 cells (HEK-293 line with an ATXN2-luciferase reporter) viability, CellTiter-Fluor protease fluorescence, 24 h | Potency, µM (titrated, usually from 56.7 µM), actives largely listed as cytotoxic | hit rate 0.49% among 400,000 | AID 651635, 2014; further: potency means the concentration at half of the fitted maximal effect; nearly all actives have a fitted effect of over 40% in size
# HepG2 tox = qHTS for Inhibitors of TGF-b: Cytotox Counterscreen | HepG2 CAGA-GFP viability, ATP luminescence, 18 h | Potency, µM (doses to about 46.1 µM), for the others: at the top dose activity change, negative = cytotoxicity, actives largely listed as cytotoxic | hit rate 0.76% among 410,000; further: potency means the concentration at half of the fitted maximal effect; some results filed as inactive show a strong effect at the top dose
#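 HepG2 CAGA-GFP cells (1000/well, DMEM with 1% FBS) received compound, then TGF-beta at 500 pg/mL final, and were incubated 18 hours at 37 degrees C. Viability was read by CellTiter-Glo luminescence. Media-only wells were set as complete cell-killing and DMSO as no toxicity.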
# HT1080-NT tox = qHTS for induction of synthetic lethality in tumor cells producing 2HG: qHTS for the HT-1080-NT fibrosarcoma cell line; HT-1080-NT fibrosarcoma viability, CellTiter-Glo ATP luminescence, 48 h; Potency, µM (doses to about 46.1 µM), inactives show top-dose activity, negative = less viability, most hits filed as cytotoxic; hit rate 1.6% among 360,000;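 further: NT is the 2HG producing partner of a matched IDH1 knockdown line; potency means the concentration at half of the fitted maximal effect; 0% = DMSO-treated cells and -100% = media-only wells without cells; nearly all actives have a fitted effect of over 55% in size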
#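 Read-out is CellTiter-Glo luminescence after 10 minutes at room temperature, following 48 hours' compound treatment of HT-1080-NT cells (750 cells/well, RPMI, 5% FBS, 37 degrees C).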
# HT1080 IDH1KD tx = qHTS for induction of synthetic lethality in tumor cells producing 2HG: qHTS for the HT-1080-IDH1KD cell line; HT-1080 IDH1 knockdown viability, ATP luminescence, 48 h; Potency, µM (top dose mostly 46.1 µM), inactives show at the top dose activity, negative = toxicity, usual class: cytotoxic; AID 686971, 2013; hit rate 2% among 360,000;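 further: potency means the concentration at half of the fitted maximal effect; 0% = DMSO wells and -100% = cell-free medium wells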
#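 Using the IDH1-knockdown HT-1080 line run in the same batch and compound series as the NT line, viability after 48 h at 37 °C was determined by CellTiter-Glo luminescence and expressed as % activity.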
# MCF10A rereplic = A quantitative high throughput screen for small molecules that induce DNA re-replication in MCF 10a normal breast cells | MCF 10A DNA re-replication, Hoechst nuclear intensity, 48 h | Potency, µM (top dose mostly 46.1 µM), without a hit: at the highest dose activity, positive = re-replication, hits mostly activators | hit rate 2.9% among 350,000; further: potency means the concentration at half of the fitted maximal effect; % of control where 0% means no effect; nearly all actives have a fitted effect of over 50% in size
# SW480 rereplic = A quantitative high throughput screen for small molecules that induce DNA re-replication in SW480 colon adenocarcinoma cells; SW480 DNA re-replication, Hoechst DNA content imaging, 48 h; Potency, µM (doses to about 46.1 µM), for inactives: at the top dose re-replication activation, usual class: activators; hit rate 1.8% among 340,000; further: potency means the concentration at half of the fitted maximal effect; % of control where 0% means no effect; nearly all actives have a fitted effect of over 55% in size
#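 Quantitative HTS format with DMSO vehicle controls; 48 hr drug incubation at 37 C, then 40 min Hoechst staining and scanning imager measurement at 405 nm excitation.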
# KB-3-1 tox = qHTS assay for MDR1-selective chemotherapeutics: Primary screen using the parental adenocarcinoma cell KB-3-1 | hit rate 1.4% among 400,000 | AID 1347075, 2019 | KB-3-1 viability, CellTiter-Glo ATP luminescence, 72 h | Potency, µM (top dose mostly 46.1 µM), for inactives: at the top dose activity change, negative = cytotoxic, hits mostly cytotoxic; further: potency means the concentration at half of the fitted maximal effect; on the % scale 0 is the no-effect control and ±100 the full control effect; nearly all actives have a fitted effect of over 60% in size
#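 KB-3-1 cells, DMEM (no phenol red) + 10% FBS; compound by pin transfer, 72 h, 37 °C. Readout: CellTiter-Glo luminescence after 10 min. Data normalized, curve-fitted.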
# IL1B secr inh = qHTS for Inhibitors of Inflammasome Signaling: IL-1-beta AlphaLISA Primary Screen | THP-1 LPS/ATP IL-1B secretion, AlphaLISA, 16 h; active compounds read low | activity change, % at 57.5 µM | hit rate 4.7% among 360,000 | AID 743279, 2014; in the data active means activity change below about -50%; inconclusive means mostly about -30% to -49%; further: on the % scale 0 is the no-effect control and ±100 the full control effect
#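 Secreted IL-1B measured by AlphaLISA bead assay after 16 h compound exposure of THP-1 cells; compounds (final up to 57.5 uM) added 1 h before LPS (250 ng/mL) and ATP (1.25 mM) stimulation; lower signal means less secretion.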
# * marks the source's active call; other numbers are inactive results; i = inactive; ? = inconclusive; nt = not tested or not shown; & = joins results of further samples; [ ] = remark or other dose. Unless noted, the call rests on the fitted dose curve; in most records, active means well fitted curve in the direction sought with a large enough effect; inconclusive means small, poorly fitted or top-dose-only effect, or another doubt; inactive means no such curve, though single readings can be large; an effect the other way counts as inactive or inconclusive.
SMILES,ATXN2 expr inh,S2 tox,HepG2 tox,HT1080-NT tox,HT1080 IDH1KD tx,MCF10A rereplic,SW480 rereplic,KB-3-1 tox,IL1B secr inh
COc1ccc(N2CCN(C(=O)c3cc4cc(Cl)ccc4[nH]3)CC2)cc1,0.7%,i,0.8%,1.4%,2.8%,7.9%,-2.5%,11.2%,22.3
O=C(/C=C/c1ccccc1Cl)Nc1ccc(Cl)cn1,2.0%[11.3 µM],i,8.0%,1.8%,0.1%,-1.9%,-8.9%,-8.8%,3.3
COCCNC(=O)c1ccc(C)c(S(=O)(=O)Nc2ccc(C)cc2)c1,0.1%,i,2.2%,4.0%[9.24 µM],-14.7%,14.9%,0.2%,9.2%,0.0
COc1cc(/C=C2/C(=N)N3OC(C)=CC3=NC2=O)ccc1OCCOc1ccc(C)cc1,8.8%,i,-27.2%,-4.1%,-3.0%,17.6%,-3.7%,-5.1%,3.7
COc1ccccc1CNC(=O)COC(=O)CNS(=O)(=O)c1ccc(C)cc1,5.6%,?,3.8%,0.0%,0.3%,-4.4%,-2.3%,nt,3.7
Cc1ccc(-c2cc3nc(-c4ccccc4)cc(NCCCO)n3n2)cc1,nt,i,-29.9%,?,?,nt,nt,-18.9%,-29.3
O=C1C(=O)N(CNc2cccnc2)c2ccccc21,-2.8%,i,4.5%,15.5%,21.6%,3.6%,-2.8%,-12.6%,5.8
COCCn1c(Cc2ccccc2)nnc1SCc1nc2ccccc2c(=O)[nH]1,?,i,12.9%,0.7%,-0.7%,0.2%,-1.4%,?,19.0
COc1cc(C2=NOC(C(=O)N3CCOCC3)C2)cc(OC)c1OC (stereo unspecified),-8.3%,?,1.9%,-0.9%,5.6%,-3.1%,-5.2%,0.0%,0.1
COC(=O)C(CCSC)NC(=O)CNS(=O)(=O)c1ccc(Br)cc1 (stereo unspecified),0.4%,i,-36.6%,-0.7%,-1.6%,-2.3%,-1.1%,-1.5%,-23.9
Fc1ccc(NC(=S)NCCc2ccccn2)cc1,-9.3%[11.3 µM],i,11.0%,-0.7%,8.2%,-2.8%,0.2%,-13.8%,-18.5
O=C(c1csc2ccccc12)n1cccn1,11.4%,i,5.8%,6.2%,2.6%,-19.7%,-0.4%,12.4%,36.4
CCOc1ccc(OCc2cccc(C(=O)N3CCCC3)c2)cc1,7.94µM*,i,0.5%,-5.9%,9.2%,4.9%,-1.6%,-8.9%,?
Cc1ccc(Cl)cc1NC(=O)Cn1c(=O)c(CNc2ccccc2)cc2cc3c(cc21)OCCO3,6.8%,i,-24.6%,nt,nt,nt,nt,8.7%,nt
COc1ccccc1-n1cc2c([N+](=O)[O-])cc([N+](=O)[O-])cc2n1,-6.8%,i,6.3%,7.8%,10.8%,1.6%,-6.5%,0.0%,-11.2
COc1cc(OC)c(N(C)C(=O)c2cc3c(s2)-c2ccccc2OC3)cc1Cl,-15.3%,i,-21.2%,nt,nt,nt,nt,-8.8%,nt
CCOc1ccc(NC(=O)CCNS(=O)(=O)c2cccs2)cc1,16.8%&15.7%,i,7.4%&-1.6%,4.1%,27.9%,-13.3%,-1.4%,-3.9%&-2.5%,5.8
Cc1onc(-c2ccccc2Cl)c1C(=O)Nc1ccc(N2CCOCC2)cc1,-3.4%,i,18.3%,3.3%,-2.6%,?,-7.6%,-4.9%,-5.8
Cc1ccc(NC(=O)CN(C)C(=O)CSc2nnc(NC(C)C)s2)cc1,-7.0%,i,7.9%,-4.3%,-9.7%,4.5%,-5.9%,5.2%,2.7
Cc1ccc(S(=O)(=O)Oc2cc(N)c3c(n2)CCC3)cc1,0.8%,i,-16.6%,?,?,8.8%,2.9%,27.2%,21.8
CSc1nnc(C2CCCN(CC(=O)Nc3ccccc3N3CCOCC3)C2)n1C(C)C (stereo unspecified),14.8%,i,-12.1%,-0.3%,-0.2%,-1.7%,-1.3%,25.8%,4.3
O=C(Nc1ccc2ccccc2c1)c1cccc2ccccc12,11.1%,?,-13.5%,4.9%,2.8%,15.1%,0.7%,-2.6%,-0.7
Cc1cccnc1NC(=O)CN1C(=O)c2ccccc2S1(=O)=O,23.9%,i,2.4%,1.2%,7.3%,8.7%,-399.9%[inhibitor],4.0%,18.1
O=C(Nc1ccc(S(=O)(=O)Nc2nccc(C3Cc4ccccc4C(=O)O3)n2)cc1)c1ccccc1 (stereo unspecified),-4.6%,i,0.2%,3.4%,7.0%,-1.6%,-12.2%,1.5%,-11.5
CC(C)OC(=O)C1Cc2ccccc2CN1S(=O)(=O)c1cccs1 (stereo unspecified),-10.4%,i,-4.5%,-13.1%,-19.4%,14.2%,13.2%,-6.6%,3.0

# Continuation.
SMILES,ATXN2 expr inh,S2 tox,HepG2 tox,HT1080-NT tox,HT1080 IDH1KD tx,MCF10A rereplic,SW480 rereplic,KB-3-1 tox,IL1B secr inh
Cc1csc(=O)n1CCC(=O)OCC(=O)Nc1cc([N+](=O)[O-])ccc1Cl,2.0%,i,13.8%,-6.5%,-4.9%,2.1%,-5.0%,3.3%,5.0
CCN(CC(=O)Nc1ccccc1C(=O)OC)S(=O)(=O)c1ccccc1,-12.4%,i,3.6%,-0.1%,-6.0%,-1.0%,-1.6%,-12.0%,22.2
Cc1nc2ccccc2n1C(C)c1nc2ccccc2n1CC(=O)c1ccsc1 (stereo unspecified),nt,nt,nt,5.8%,16.3%,nt,nt,7.5%,20.5
O=C(Cn1c(=O)c2ccccc2n(CC(=O)Nc2ccc(F)cc2)c1=O)NCCc1ccccc1,-23.5%,i,-16.8%,nt,nt,nt,nt,7.8%,nt
CC1CCN(CC(C)OC(=O)c2ccc3c(c2)OCCO3)CC1 (stereo unspecified),11.8%,i,-7.9%,8.9%,0.5%,-0.9%,-0.7%,7.4%,18.5
CCN(CC(=O)Nc1ccc(NC(C)=O)cc1)C(=O)c1cccc(Oc2ccccc2)c1,3.2%,i,-2.2%,-0.8%,2.5%,1.3%,1.7%,-0.3%,-7.0
O=c1c2ccccc2c(=O)n(-c2ccccc2)n1CCCCBr,1.9%,?,-15.4%,7.4%,-0.5%,7.31µM*,-2.5%,4.1%,-9.1
O=C(CCn1nnc2ccccc21)Nc1nnc(Cc2ccc(F)cc2)s1,-9.6%,i,-12.9%,-14.1%,-7.2%,2.3%,4.0%,2.5%,64.7
CCCCn1c(N)c(N(CCOC)C(=O)c2cc3c(s2)CCC3)c(=O)[nH]c1=O,-10.1%,i,-30.0%,6.9%,3.2%,-0.7%,-5.3%,3.4%,7.2
Cc1nnc(SCC(=O)N2CCN(c3ccccc3)CC2)n1C1CC1,-4.0%,?,0.2%,4.7%,-0.6%,1.3%,-6.3%,-4.8%,19.8
CCCCn1c(N)c(N(Cc2ccccc2OC)C(=O)COc2cc(C)ccc2Cl)c(=O)[nH]c1=O,8.0%,i,-13.9%,2.7%,-0.6%,20.1%,-11.8%,3.9%,-2.3
Cc1cccc(NC(=O)CCn2nc(-c3ccccc3)c3ccccc3c2=O)c1,?,i,-13.1%,nt,nt,nt,nt,14.0%,nt
C=CCN1C(=O)C(CC(=O)Nc2ccccc2)S/C1=N/c1nccs1 (stereo unspecified),-11.5%,i,-43.8%,1.9%,-2.2%,13.9%,?,-6.9%,-1.7
O=C1CN(C(=O)CNCc2ccccc2Cl)c2ccccc2N1,8.4%,i,15.8%,2.3%,20.4%,-9.1%,-6.1%,-1.7%,-8.0
CCOc1ccc(S(=O)(=O)Nc2ccc3c(c2)OCO3)cc1,-8.3%,i,-10.9%,-8.6%,1.9%,-2.0%,-38.1%[inhibitor],-4.6%,6.2
NC(=O)c1oc2ccccc2c1NC(=O)CCc1ccccc1,6.1%,i,-24.1%,19.7%,10.5%,0.5%,-7.7%,15.3%,12.8
O=C(/C=C1\OCc2ccccc21)c1ccccc1,nt,nt,nt,0.1%,-0.1%,nt,nt,3.3%,8.9
C#CCN(C[C@H]1[C@H](OC(=O)NC2CCCC2)[C@H](OC(=O)NC2CCCC2)C[C@H]2C(=O)N(c3ccccc3)C(=O)[C@@H]12)S(=O)(=O)c1ccc(C)cc1,10.6%,i,5.9%,-15.7%,-4.5%,nt,nt,4.2%,-9.9
CC(C)NC(=S)NNc1ncnc2sc3c(c12)CC(C)(C)OC3,-13.4%,i,-25.2%,6.9%,1.0%,-4.9%,4.0%,11.4%,32.5
CC(=O)Nc1c(C)ccc(CNC(=O)COc2cc(C)ccc2C)c1C,-10.7%,i,-2.2%,25.0%,9.9%,?,-8.2%,-1.0%,22.5
COCCNC(=O)CCCn1c(=O)c2ccccc2n(Cc2cccc([N+](=O)[O-])c2)c1=O,-1.1%,i,-9.8%,6.0%,1.9%,0.2%,1.3%,11.3%,-8.7
